Screens from PubChem BioAssay.
M. tuberculosis HTS – M. tuberculosis growth inhibition, HTS (AID 449762). M. tuberculosis H37Rv growth inhibition, 7H9 media; higher % means a stronger effect. inhibition, % at 25 µM, or IC50 in µM where a hit was titrated. 330,000 tested, 0.59% active; in the data active = a potency from the dose series; inconclusive = inhibition above about 70% without an active follow-up result;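 note: bacterial growth assessed after seven days of incubation; strong numbers were not always called active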
M. tuberculosis – growth inhibition of non-replicating M. tuberculosis (AID 488890); Mycobacterium tuberculosis non-replicating, growth inhibition; higher % means a stronger effect; inhibition, % at 25 µM; hits with a dose series show IC50 in µM; 320,000 tested, 0.39% active; in the data active = a potency from the dose series; inconclusive = inhibition mostly from about 82% at the one dose, without a potency; inactive = the rest, 99 in 100 with inhibition below about 76%;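 note: plate controls were DMSO cells for no effect and high antibiotic wells for full effect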
VEEV TC-83 Vero – inhibitors of VEEV TC-83 cytopathic effect, confirmation, Vero cells (AID 588727). Vero cells, VEEV TC-83 cytopathic effect inhibition; higher % means a stronger effect. one-dose inhibition, % at 20 µM; IC50 in µM for titrated hits. 350,000 tested, 0.13% active; in the data active = a potency from the dose series; inconclusive = inhibition mostly from about 14% at the one dose, without a potency; inactive = the rest, 99 in 100 with inhibition below about 12%; note: strong numbers were not always called active
influenza NS1A – H1N1 influenza NS1A inhibitors, functional cell based assay (AID 504329). NS1A functional cell-based assay, percent inhibition; higher % means a stronger effect. one-dose inhibition, % at 12.5 µM; IC50 in µM for titrated hits. 340,000 tested, 0.3% active; in the data active = a potency from the dose series; inconclusive = inhibition above about 27% without an active follow-up result; note: strong numbers were not always called active
Salmonella PhoP GFP – PhoP regulon inhibitors, Salmonella typhi PhoP promoter GFP reporter, confirmatory (AID 1850); Salmonella Typhi PhoP-promoter GFP reporter, fluorescence, 4 h; higher % means a stronger effect; 310,000 tested, 0.33% active; one-dose inhibition, % at 50 µM; IC50 in µM for titrated hits; in the data active = a potency from the dose series; inconclusive = inhibition mostly from about 25% at the one dose, without a potency; inactive = the rest, 99 in 100 with inhibition below about 19%;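 note: 0% = induced wells with vehicle and 100% = uninduced wells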
VEEV TC-83 Vero 10K pilot screen – also measured in VEEV TC-83 Vero; calls as there; inhibition, %; measured here: 10K pilot screen inhibition
Starred values were filed as active, the others as inactive; i = inactive; u = inconclusive; x = no result given. Rows are unselected; overall some 1.6% were active at least once.

SMILES	M. tuberculosis HTS	M. tuberculosis	VEEV TC-83 Vero	influenza NS1A	Salmonella PhoP GFP	others
CCCCC(=O)Nc1nn(CC)c2nc3c(C)cccc3cc12	9%	1%	1.3%	-26%	-1%
O=C(COC(=O)c1ccccc1C(=O)c1ccc(Cl)c([N+](=O)[O-])c1)NC1CCCCCC1	17%	21%	1.1%	-6%	-6%
CCN(CC(=O)NCc1ccc(Cl)cc1)C(=O)CN1C(=O)NC(CC)(c2ccccc2)C1=O (stereo unspecified)	0%	1%	4.7%	4%	-13%
CC(C)NC(=O)C1CCCN(c2nnc(-n3cccc3)s2)C1 (stereo unspecified)	0%	11%	0.5%	-17%	-1%	VEEV TC-83 Vero 10K pilot screen=0.7
CC1(c2ccc3ccccc3c2)NC(=O)N(CC(=O)N2CCN(S(=O)(=O)c3ccccc3F)CC2)C1=O (stereo unspecified)	-6%	29%	0.5%	-2%	-6%
COc1ccc(-c2cc3c(=O)n(CC(=O)Nc4cccc(Cl)c4)ncn3n2)cc1	2%	2%	1.5%	0%	0%
O=C(NCCN1CCN(C(=O)Nc2ccccc2)CC1)Nc1ccccc1	-8%	2%	i	-20%	-8%
Cc1ccc(S(=O)(=O)N2[C@@H](c3cccc(Cl)c3)C(C(=O)O)=CC[C@H]2c2cccs2)cc1	7%	37%	0.1%	-22%	-4%
O=C(c1ccco1)N1CCN(S(=O)(=O)c2ccc(Oc3ccccc3)cc2)CC1	1%	10%	i	2%	4%
CC(C)c1ccc(NC(=O)N2CCN(S(=O)(=O)c3ccccc3)CC2)cc1	-1%	8%	8.3%	2%	3%
O=C(c1cccc(N2CCCC2=O)c1)N1CCC2(CC1)OCCO2	0%	0%	1.4%	4%	7%
c1csc(-c2csc3ncnc(NCCCN4CCOCC4)c23)c1	-3%	19%	1.2%	-4%	-9%
CCN(CC)S(=O)(=O)c1cc([N+](=O)[O-])ccc1NNC(=O)Nc1ccc(Cl)c(Cl)c1	11%	54%	6.3%	-5%	-6%
O=C1CN=C(c2ccccc2)c2cc([N+](=O)[O-])ccc2N1	-4%	-1%	1.7%	-4%	x
Cc1ccc(N2C(=O)N(CC(=O)Nc3ccc(C)c(C)c3[N+](=O)[O-])C(=O)C2C)cc1 (stereo unspecified)	4%	19%	0.8%	-8%	4%
COc1ccc(C2CC2/C(=N/OC(=O)c2cccs2)c2ccccc2)cc1 (stereo unspecified)	64%	73%	4.9%	7%	-3%
O=C(COC(=O)c1ccc(O)cc1)Nc1cc(C(F)(F)F)ccc1N1CCOCC1	-1%	14%	2.1%	6%	x
COc1ccc(C(=O)COc2ccccc2N2C(=O)C3C4C=CC(C4)C3C2=O)cc1 (stereo unspecified)	-9%	-13%	7.4%	-1%	-2%
O=C(O)C1CCCCC1C(=O)Nc1ccc(OCc2ccccc2)cc1 (stereo unspecified)	u	37%	1.2%	4%	-9%
O=C(NCc1cccs1)C1CCCN(S(=O)(=O)c2ccc3c(c2)OCO3)C1 (stereo unspecified)	2%	6%	2.1%	-7%	5%
CC1CN(C(=S)Nc2ccccc2)N(c2ccccc2)C1 (stereo unspecified)	6%	-11%	i	-9%	-1%
CC(C)(CNC(=O)c1cccc(S(=O)(=O)Nc2ccc(SC(F)F)cc2)c1)N1CCOCC1	x	x	1.8%	-10%	x
COC(=O)CSc1nnc(CNc2ccc(F)cc2)o1	1%	u	0.4%	-4%	-5%
COc1ccc(N2CCN(Cc3nc4ccsc4c(=O)[nH]3)CC2)cc1	2%	18%	0.7%	-1%	-10%
CCSc1nnc(NC(=O)c2ccc(F)c(S(=O)(=O)N3CCOCC3)c2)s1	-8%	-6%	1.2%	-7%	x
COCCNc1nc(C)cc(-c2cc(C(=O)NC3CCCC3)on2)n1	7%	-9%	0.6%	-14%	8%
COc1cccc(NC(=O)c2c(F)cccc2F)c1	-2%	-5%	1.3%	-13%	1%
Cn1cnnc1SCC(=O)Nc1ccccc1	-11%	x	0.7%	-7%	12%
CCn1c(=O)c2cc(C(=O)N3CCN(C)CC3)sc2c2ccccc21	4%	-1%	2.8%	-7%	-6%
CC(CN1CCOCC1)OC(=O)c1cccs1 (stereo unspecified)	-4%	3%	7.2%	-6%	2%
Cc1cccc(C(=O)N[C@H](C(=O)NCc2cccs2)C(C)C)c1	3%	18%	1.3%	-6%	x
COc1ccc(OC)c(NC(=O)C2C3CC4OC(=O)C2C4C3)c1 (stereo unspecified)	-8%	3%	0.3%	9%	-1%
COC(=O)c1ccc(S(=O)(=O)NCc2ccc(OC)cc2)n1C	-6%	-10%	1.5%	-2%	13%
CCN(CC)C(=O)CSc1nnc([C@@H](NC(=O)OC(C)(C)C)C(C)C)o1	0%	-3%	i	-23%	8%
CCC(=O)N1C(=O)C2(Nc3ccccc3N2)c2ccccc21	-3%	-13%	x	x	7%
CC1CCN(C(=O)CSc2nc(C3CC3)nc3ccccc23)CC1	3%	32%	10%	-2%	-10%
Cc1nnc(Sc2c(N)n(C)c(=O)[nH]c2=O)s1	-1%	6%	2.7%	-2%	-4%
Nc1nc2c(s1)C(=O)CC(c1ccccc1)C2 (stereo unspecified)	-2%	2%	8.1%	-4%	-6%
CN(c1ccccc1)S(=O)(=O)c1cc(C(=O)NCCCn2ccnc2)ccc1Cl	-4%	44%	2.1%	-10%	x
O=C(Cn1nc(-c2ccccc2)c2ccccc2c1=O)NN1CCOCC1	-8%	-9%	3.3%	-1%	4%
Cc1ccc(CNC(=O)CCNC(=O)Cn2ccc3ccccc3c2=O)o1	-4%	4%	0.2%	2%	0%
CC1CCN(S(=O)(=O)c2ccc(S(=O)(=O)N3CCC4(CC3)OCCO4)cc2)CC1	0%	-2%	i	-5%	-5%
CC(CN1C(C)CCCC1C)OC(=O)c1cccc(Br)c1 (stereo unspecified)	-7%	-7%	2.3%	3%	2%
CC[C@]12CC[C@H](O)CC1=CCC1C2CC[C@]2(C)C(=O)CCC12 (stereo partly specified)	-1%	13%	x	x	x
COc1cccc(OCC(=O)NNC(=O)c2ccc3ccccc3c2)c1	-10%	-12%	1.8%	-12%	-10%
O=C(O)CSc1cc(NS(=O)(=O)c2ccc(Br)cc2)c2ccccc2c1O	4%	9%	4.7%	-15%	-19%
COc1ccc(-c2noc(=O)n2Cc2ccc(F)cc2Cl)cc1	6%	2%	i	-24%	2%
CC(=O)c1c(C)n(C2CCCCC2)c2ccc(O)cc12	-4%	-4%	2.7%	2%	7%
OCC#CCSc1nnc(-c2ccc(Br)cc2)o1	u	0.33µM*	2.5%	4%	2%
O=C1NC(=Nc2cccnc2)S/C1=C/c1ccc(F)cc1	1%	3%	6.0%	x	2%
New compounds follow
SMILES	M. tuberculosis HTS	M. tuberculosis	VEEV TC-83 Vero	influenza NS1A	Salmonella PhoP GFP	others
O=C(Nc1ccc2ccccc2c1)c1cccnc1	33%	37%	2.5%	1%	8%
CCCCn1c(N)c(N(CC)C(=O)c2ccc(C)cc2)c(=O)[nH]c1=O	-2%	5%	0.6%	3%	11%
COc1ccc(C(=O)Nc2ccc(Cl)cc2F)cc1S(=O)(=O)N1CCCC1	3%	26%	1.0%	-3%	x
Cc1[nH]n(-c2cccc3ccccc23)c(=O)c1/C=N/c1sc2c(c1C#N)CCC2	-8%	13%	0.8%	-3%	-7%
COc1ccc(N=Cc2nc(-c3ccccc3)oc2OC(=O)c2ccccc2)cc1	11%	u	5.5%	-23%	1%
COc1ccc(-c2cc(C(=O)NCC3CCCO3)on2)cc1OC (stereo unspecified)	11%	-5%	0.7%	-1%	0%
Cc1nc(C)c(C(=O)OCC(=O)N(C)c2ccccc2)s1	x	x	4.0%	-6%	x
COc1ccc(N2C(=O)CC(N3CCC(n4c(=O)[nH]c5ccccc54)CC3)C2=O)cc1 (stereo unspecified)	-4%	28%	0.3%	0%	-1%
Nc1nnc(CSCc2cccc(Br)c2)s1	11%	4%	0.1%	4%	17%
CCCCN(CCCC)CCCNC(=O)CN1C(=O)COc2ccc(S(=O)(=O)N3CCC(C)CC3)cc21	5%	23%	i	2%	-12%

16 compounds already listed, arranged by length of the SMILES, high to low.
SMILES	M. tuberculosis HTS	M. tuberculosis	VEEV TC-83 Vero	influenza NS1A	Salmonella PhoP GFP	others
CC1(c2ccc3ccccc3c2)NC(=O)N(CC(=O)N2CCN(S(=O)(=O)c3ccccc3F)CC2)C1=O (stereo unspecified)	-6%	29%	0.5%	-2%	-6%
Cc1ccc(N2C(=O)N(CC(=O)Nc3ccc(C)c(C)c3[N+](=O)[O-])C(=O)C2C)cc1 (stereo unspecified)	4%	19%	0.8%	-8%	4%
CC(C)(CNC(=O)c1cccc(S(=O)(=O)Nc2ccc(SC(F)F)cc2)c1)N1CCOCC1	x	x	1.8%	-10%	x
Cc1[nH]n(-c2cccc3ccccc23)c(=O)c1/C=N/c1sc2c(c1C#N)CCC2	-8%	13%	0.8%	-3%	-7%
COc1ccc(-c2cc3c(=O)n(CC(=O)Nc4cccc(Cl)c4)ncn3n2)cc1	2%	2%	1.5%	0%	0%
O=C(NCc1cccs1)C1CCCN(S(=O)(=O)c2ccc3c(c2)OCO3)C1 (stereo unspecified)	2%	6%	2.1%	-7%	5%
O=C(O)CSc1cc(NS(=O)(=O)c2ccc(Br)cc2)c2ccccc2c1O	4%	9%	4.7%	-15%	-19%
COc1ccc(C2CC2/C(=N/OC(=O)c2cccs2)c2ccccc2)cc1 (stereo unspecified)	64%	73%	4.9%	7%	-3%
O=C(NCCN1CCN(C(=O)Nc2ccccc2)CC1)Nc1ccccc1	-8%	2%	i	-20%	-8%
COc1cccc(OCC(=O)NNC(=O)c2ccc3ccccc3c2)c1	-10%	-12%	1.8%	-12%	-10%
CC1CCN(C(=O)CSc2nc(C3CC3)nc3ccccc23)CC1	3%	32%	10%	-2%	-10%
CCC(=O)N1C(=O)C2(Nc3ccccc3N2)c2ccccc21	-3%	-13%	x	x	7%
c1csc(-c2csc3ncnc(NCCCN4CCOCC4)c23)c1	-3%	19%	1.2%	-4%	-9%
CC(=O)c1c(C)n(C2CCCCC2)c2ccc(O)cc12	-4%	-4%	2.7%	2%	7%
Nc1nc2c(s1)C(=O)CC(c1ccccc1)C2 (stereo unspecified)	-2%	2%	8.1%	-4%	-6%
CC(CN1CCOCC1)OC(=O)c1cccs1 (stereo unspecified)	-4%	3%	7.2%	-6%	2%

Other records.
SMILES	M. tuberculosis HTS	M. tuberculosis	VEEV TC-83 Vero	influenza NS1A	Salmonella PhoP GFP	others
CN(Cc1ccco1)c1ncnc2ccc(-c3ccoc3)cc12	17%	28%	7.3%	-14%	x
COc1ccc(OC)c(N2C(=O)CC(C(C)c3ccccc3)C2=O)c1 (stereo unspecified)	-11%	6%	1.2%	-17%	-12%
CC(C)(C)NC(=O)c1cc([N+](=O)[O-])ccc1N1CCCCC1	-5%	10%	0.7%	0%	-7%
O=C(COc1ccccc1C(=O)Nc1ccccc1)NCCc1ccccc1	-4%	11%	2.3%	5%	2%
Cc1ccccc1N(CC(=O)NCC1CCCO1)C(=O)C1(C)CC(=O)N=C2C=CC=CN21 (stereo unspecified)	-5%	6%	1.3%	0%	-4%
CCCCOc1ccc(/C=N/NC(=O)C2CCCNC2=O)cc1 (stereo unspecified)	-1%	12%	0.9%	-8%	-2%
CN1CCN(CCOCCOc2c(Cl)cc(Cl)cc2Cl)CC1	-3%	6%	6.0%	-1%	5%
CSc1ccccc1NC(=O)c1cnc2scc(C)n2c1=O	2%	x	7.9%	-5%	-8%
Cc1cc(OCC(=O)NC2CC(C)(C)NC(C)(C)C2)c2c(C)c(C)c(=O)oc2c1	-5%	20%	i	-3%	2%
CCOC(=O)CSc1nc2ccccc2n1CC(=O)N(C(C)C)C(C)C	-9%	-2%	i	22%	-10%
COc1ccc(CNC(=O)CSc2nc(-c3ccccc3)cc(-c3cccs3)c2C#N)cc1	-1%	-3%	i	-3%	-2%
CC(C)(C)C(=O)N1CCN(c2c(Cl)cccc2[N+](=O)[O-])CC1	-1%	11%	i	4%	-2%
O=C(NCc1ccccc1)c1cc(-c2ccco2)on1	2%	37%	0.1%	3%	-3%
O=C(CC(NC(=O)C(F)(F)F)c1ccccc1)Nc1nnc(CCc2ccccc2)s1 (stereo unspecified)	-1%	10%	0.5%	-3%	-7%
Cc1ccc(CN2CCC(n3nccc3NC(=O)c3ccc4c(c3)OCO4)CC2)o1	4%	9%	0.3%	-3%	1%
COc1ccc(CN2CCNC(=O)C2CC(=O)NCc2cccc(C)n2)c(OC)c1 (stereo unspecified)	-3%	13%	0.6%	9%	-8%
COc1ccc(CNC(=O)NC(C)(C)c2cccc(C(C)(C)NC(=O)NCc3ccc(OC)cc3)c2)cc1	1%	4%	i	1%	-6%
